High-throughput results (PubChem BioAssay)
FBW7 act – activators of human E3 ligase FBW7; AlphaScreen FBW7–phospho-cyclin E peptide binding, activator screen; normalized activity (activation), % at 26.1 µM; 0.13% of 650,000 active; in the data active = normalized activity above about 1.9%;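 also: purified mutant Fbw7 with reduced substrate affinity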
Target sequence (Q969H0 whole entry, looked up): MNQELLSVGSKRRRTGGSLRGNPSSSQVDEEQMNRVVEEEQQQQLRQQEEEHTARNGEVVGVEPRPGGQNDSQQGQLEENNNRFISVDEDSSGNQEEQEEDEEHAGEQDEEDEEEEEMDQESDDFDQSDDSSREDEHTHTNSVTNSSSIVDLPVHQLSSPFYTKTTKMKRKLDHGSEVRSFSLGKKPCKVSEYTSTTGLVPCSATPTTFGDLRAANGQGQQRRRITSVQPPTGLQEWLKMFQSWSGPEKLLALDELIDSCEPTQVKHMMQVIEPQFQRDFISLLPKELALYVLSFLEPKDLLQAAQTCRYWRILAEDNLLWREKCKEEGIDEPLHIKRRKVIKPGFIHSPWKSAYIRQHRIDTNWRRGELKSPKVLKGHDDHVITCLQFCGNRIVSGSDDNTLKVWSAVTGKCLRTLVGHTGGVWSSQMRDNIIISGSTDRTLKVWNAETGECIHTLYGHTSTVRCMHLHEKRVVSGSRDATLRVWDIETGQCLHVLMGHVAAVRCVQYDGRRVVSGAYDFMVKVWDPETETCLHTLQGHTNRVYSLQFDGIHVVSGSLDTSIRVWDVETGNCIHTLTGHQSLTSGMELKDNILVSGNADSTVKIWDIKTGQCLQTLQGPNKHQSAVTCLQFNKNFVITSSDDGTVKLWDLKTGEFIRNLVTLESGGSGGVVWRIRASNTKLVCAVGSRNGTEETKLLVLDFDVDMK
GPR151 ag – human GPR151 activation; AID 1508602; PathHunter beta-arrestin GPR151 cells, luminescence; activation, % at 11.2 µM; 1% of 650,000 active; in the data active = activation above about 4.9%;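 also: 0% = median of compound wells and 100% = cells with positive control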
Target sequence (Q8TDV0 whole entry, looked up): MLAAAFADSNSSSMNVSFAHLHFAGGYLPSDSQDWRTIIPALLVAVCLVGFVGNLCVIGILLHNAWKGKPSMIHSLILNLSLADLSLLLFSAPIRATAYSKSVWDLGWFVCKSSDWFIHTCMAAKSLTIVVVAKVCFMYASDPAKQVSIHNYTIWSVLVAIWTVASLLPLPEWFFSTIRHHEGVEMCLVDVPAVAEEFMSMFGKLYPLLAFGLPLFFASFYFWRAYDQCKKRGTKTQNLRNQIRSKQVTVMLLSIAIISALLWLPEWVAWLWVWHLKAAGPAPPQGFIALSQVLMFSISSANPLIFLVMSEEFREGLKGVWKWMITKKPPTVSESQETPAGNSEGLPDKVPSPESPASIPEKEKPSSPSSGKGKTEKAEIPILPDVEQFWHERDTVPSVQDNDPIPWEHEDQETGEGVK
MITF primary – inhibitors of human MITF. 0.91% of 650,000 active. O75030. inhibition, % at 2.6 µM. AID 1259374. AlphaScreen MITF homodimerization, bead proximity signal; in the data active = inhibition above about 50%;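 also: 0% = vehicle wells with protein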
TEAD-YAP block – TEAD-YAP interaction inhibition. HEK-TIYL cells, TEAD-Gal4/YAP UAS-luciferase luminescence. inhibition, % at 9.12 µM. 1.4% of 640,000 active; in the data active = inhibition above about 32%;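 also: 0% = median of test compound wells and 100% = reference inhibitor wells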
Active calls of the source: *; & = joins results of further samples.

SMILES	FBW7 act	GPR151 ag	MITF primary	TEAD-YAP block
Cc1ccc(OCCCC(=O)Nc2ccc(N(C)C)cc2)cc1	-0.2	-0.8	0.5	-19.7
CCn1c(C)cn2c3c(=O)n(Cc4cc(C)ccc4C)c(=O)n(C)c3nc12	0.2	-2.3	-1.0	1.9
c1ccc(OCCNc2ccnc(-c3ccccc3)n2)cc1	0.3	-2.5	3.1	-36.2
COc1ccc2[nH]c(C)c(Br)c(=O)c2c1	0.0	6.4*	-2.9	5.9
CN(C)c1ccc(/C=C2\N=C(c3ccc(Cl)cc3Cl)OC2=O)cc1	0.0	0.8	8.3	-5.0
CCc1ccc(-c2cn(-c3cccc(C(F)(F)F)c3)c(=S)[nH]2)cc1	0.4	2.5	18.4	12.1
Cc1sc2ncnc(Sc3nccn3C)c2c1C	-0.1	-0.7	-1.9	3.5
O=c1cc(CSc2nc(NCCc3ccccc3)c3ccccc3n2)nc2ccccn12	0.0	0.8	-4.6	4.9
CCCCCCn1c(SCCO)nc2c1c(=O)[nH]c(=O)n2C	0.1	-0.3	-21.6	-7.1
COc1cc(OC)cc(C(=O)OCC(=O)c2ccc(OC)cc2OC)c1	0.0	-0.5	8.6	-7.8
CC(=O)n1cc(/C=C2\C(=O)NN(c3ccccc3)C2=O)c(-c2ccc(F)cc2)n1	0.0	-0.3	-4.2	10.8
COc1cc(C=O)cc(CN(C)C)c1O	0.0	0.5	-0.3	3.6
c1ccc(CNc2nc(-c3ccc(N4CCOCC4)nc3)nc3c2ncn3-c2ccccc2)cc1	0.1	5.5*	-6.4	-0.8
CC1=C(C#N)C(c2cccnc2)C(C#N)=C(C)N1	0.2	0.7	6.0	9.1
COc1ccc(CCN2C(=O)C3C(C(=O)Nc4cccc(Cl)c4)C4C=CC3(O4)C2C(=O)NC2CCCC(C)C2C)cc1OC (configuration not stated)	0.0	-0.6	-5.6	-3.1

An excerpt of the results above, as a working copy:
SMILES	FBW7 act	GPR151 ag	MITF primary	TEAD-YAP block
CC(=O)n1cc(/C=C2\C(=O)NN(c3ccccc3)C2=O)c(-c2ccc(F)cc2)n1	0.0	-0.3	-4.2	10.8
COc1cc(C=O)cc(CN(C)C)c1O	0.0	0.5	-0.3	3.6
c1ccc(CNc2nc(-c3ccc(N4CCOCC4)nc3)nc3c2ncn3-c2ccccc2)cc1	0.1	5.5*	-6.4	-0.8
CC1=C(C#N)C(c2cccnc2)C(C#N)=C(C)N1	0.2	0.7	6.0	9.1

Arranged by count of non-hydrogen atoms (falling): three of the compounds above.
SMILES	FBW7 act	GPR151 ag	MITF primary	TEAD-YAP block
COc1ccc(CCN2C(=O)C3C(C(=O)Nc4cccc(Cl)c4)C4C=CC3(O4)C2C(=O)NC2CCCC(C)C2C)cc1OC (configuration not stated)	0.0	-0.6	-5.6	-3.1
COc1cc(OC)cc(C(=O)OCC(=O)c2ccc(OC)cc2OC)c1	0.0	-0.5	8.6	-7.8
c1ccc(OCCNc2ccnc(-c3ccccc3)n2)cc1	0.3	-2.5	3.1	-36.2

The list goes on:
SMILES	FBW7 act	GPR151 ag	MITF primary	TEAD-YAP block
Cc1ccc(C(=O)Nc2ccc3c(c2)OCO3)cc1S(=O)(=O)N1CCCCC1	0.0	-0.1	12.8	-17.9
O=C(c1cccc2ccccc12)n1cnc2ccccc21	0.1	-1.4	14.8	-0.5
O=C(NCc1ccc(Cl)cc1)C1CC(=O)N(c2ccc(Cl)cc2)C1 (configuration not stated)	0.0	1.7	3.3	-4.5
COc1ccc(CCNC(=O)c2ccc(CNC(=O)c3ccc(Br)cc3)cc2)cc1OC	-0.3	-1.6	-1.1	4.5
CCOC(=O)c1ccc(N2C(=O)C3ON(c4ccccc4)C(c4ccc(OC)cc4OC)C3C2=O)cc1 (configuration not stated)	0.7	-0.6	6.8	6.0
COc1ccccc1-n1c(O)c(C=Nc2ccccc2C)c(=O)[nH]c1=S	0.1	0.6	16.8	1.1
C/C=C/COC(=O)C1=C(C)NC(=O)NC1c1ccc(F)cc1 (configuration not stated)	0.1	0.7	4.1	6.1
COc1ccc(NC(=S)NNS(=O)(=O)c2ccc3ccccc3c2)c(OC)c1	-0.2	0.3	-1.6	-6.9
COc1ccccc1N1CCN(Cc2nnnn2Cc2ccccc2)CC1	0.1	-0.1	14.1	7.6
CC(=O)Nc1ccc(S(=O)(=O)/N=C2/NC(=O)/C(=C\c3ccco3)S2)cc1	0.0	2.6	12.3	11.3
Cc1ccccc1NC(=O)c1cc(Br)ccc1Cl	-0.2	0.2	-6.8	3.7
CC(=O)c1ccc(NC(=O)Cn2cnc3c(cnn3C(C)(C)C)c2=O)cc1	1.5	0.4	18.2	6.2
Cc1ccc(CNC(=O)C2CCC(Cn3c(=S)[nH]c4ccsc4c3=O)CC2)cc1 (configuration not stated)	0.2	-1.2	-0.6	0.0
CCOC(=O)C1CCN(C2CCC(=O)N(CCC(C)C)CC2)CC1 (configuration not stated)	0.1	-0.2	0.9	8.8
CCOC(=O)/C(=C\C=C\c1ccccc1)NC(=O)c1ccccc1	0.1	-0.2	14.1	1.8
O=C(COC(=O)c1ccc([N+](=O)[O-])o1)Nc1ccc([N+](=O)[O-])cc1Br	0.1	0.7	-2.1	26.7
COc1cc(OC)c(C2CC(=O)N3CN(C)CSC3=C2C#N)cc1OC (configuration not stated)	-0.4	-0.8	18.6	8.2
CCOC(=O)C1=C(C)N=c2s/c(=C\c3ccc(N4CCCCC4)o3)c(=O)n2C1c1ccc2c(c1)OCO2 (configuration not stated)	-0.1	-0.2	3.0	-2.6
O=C(c1cc2ccccc2oc1=O)N1CCN(C/C=C/c2ccccc2)CC1	-0.1	-0.2	0.6	-5.2
Cc1cc(-c2nc(-c3ccncc3)no2)ccc1[N+](=O)[O-]	0.1	-0.9	-5.4	-51.5
O=C(Nc1ccc(S(=O)(=O)N2CCCCCC2)cc1)c1ccco1	-0.1	-0.3	-6.4	-19.6
CN1CCN(c2ccc(NC(=O)Cc3ccc(Cl)cc3)cc2)CC1	0.0	0.7	9.4	-18.6
N#CC1(C#N)C(c2ccccc2)C(C(=O)C2CC2)N2c3ccccc3C=CC21 (configuration not stated)	0.1	1.3	14.0	-10.3
C/C(=N\NC(=O)c1ccc(F)cc1)c1ccc(F)cc1	-0.1&-0.1	-0.3&1.4	4.0&-10.4	-22.3&-57.9
Cc1nn(C)c(C)c1CN(C)C(=O)Nc1ccc(F)c(Cl)c1	0.0	0.5	-2.6	-64.9
CC1=CC(C)(C)N(C(=O)C(C)N2C(=O)c3ccccc3C2=O)c2ccccc21 (configuration not stated)	0.0	-1.4	-5.1	-9.1
CN(CCCC(=O)Nc1ccc(F)c(Cl)c1)S(=O)(=O)c1ccccc1	-0.1	1.3	-2.0	4.9
Cc1ccc(NS(=O)(=O)c2ccc(-n3cccn3)cc2)c(Br)c1	-0.1	0.7	0.6	-7.7
Cc1ccc(S(=O)(=O)N2CCN(S(=O)(=O)c3ccc(C)c(C)c3)C(C)C2)cc1C (configuration not stated)	-0.1	0.9	-3.3	-9.0
CC(=O)c1cccc(-c2nccc(NCc3cccnc3)n2)c1	0.2	-0.4	10.8	-7.5
CCCCCNC(=O)c1ccc(Cn2c(SCc3ccc([N+](=O)[O-])cc3)nc3ccccc3c2=O)cc1	0.0	-0.3	15.9	-3.6
CCC(=O)N1CCc2cc(S(=O)(=O)N3CCN(Cc4ccccc4)CC3)ccc21	-0.2	-0.7	-14.2	3.4
CC(C)(C)c1ccc(C(=O)N/C(=C\c2cccc([N+](=O)[O-])c2)C(N)=O)cc1	0.0	-0.3	-17.4	2.1
COc1ccc(N2CCN(C(=O)CSc3nc4[nH]ncc4c(=O)n3-c3cccc(C(F)(F)F)c3)CC2)cc1	0.9	0.5	-9.9	-6.0
Cc1ccc(-c2cc(-c3ccccc3)nc(SCC(O)CN3CCOCC3)c2C#N)cc1 (configuration not stated)	0.7	-0.3	30.2	11.9
COc1cc2[nH]c(=O)c(C(=O)NCCO)c(O)c2cc1OC	-0.2	1.3	-7.3	-0.3
CCOC(=O)CN(C)Cc1c[nH]c2ccccc12	-0.1	-0.4	31.6	5.3
CCOC(=O)c1cnc2ccc(C(=O)OC)cc2c1Nc1cccc(C)c1C	0.0	-0.2	-6.8	2.7
Cc1ccc(C(=O)/C=C/Nc2cccc(C(F)(F)F)c2)o1	-0.1	2.4	17.4	-26.8
Cc1ccc(/C(N)=N/OC(=O)COc2ccc([N+](=O)[O-])cc2)cc1	0.0	-1.6	-2.0	6.6
O=C(NCCNC1CCCC1)c1ccco1	0.9	-0.5	29.9	-1.6
CC(=O)/C(=C/Nc1ccccc1)C(=S)Nc1ccccc1	0.6	-0.9	24.0	-47.9
O=C(Nc1cccc(N2CCC(NCc3ccc4c(c3)OCO4)CC2)c1)c1cccnc1	0.2	0.7	4.2	0.0
O=C1OC(c2cccc([N+](=O)[O-])c2)=N/C1=C\c1ccc2ccccc2c1	0.0	0.8	1.4	16.8
NC(=O)c1ccccc1NC(=O)COc1ccccc1[N+](=O)[O-]	-0.4	0.6	-6.9	-44.9
O=C1CCCN1CCCNS(=O)(=O)c1cccs1	0.1	0.5	1.3	11.6
CC1=C(C(=O)Nc2ccccc2)C(c2ccccc2)n2c(s/c(=C\c3cccs3)c2=O)=N1 (configuration not stated)	0.0	-1.6	6.7	5.2
Cc1ccc2c(COC(=O)CNS(=O)(=O)c3ccccc3)cc(=O)oc2c1	0.7	-1.4	34.5	5.5
COc1ccc(C(=O)NCCCN2CCCC2)cc1OC1CCN(C(C)=O)CC1	0.0	-0.2	13.8	-1.1
Cc1csc(NC(=O)NCc2noc3ccccc23)n1	-0.1	0.2	4.3	-0.1
O=C(c1ccc(N2CCNCC2)c([N+](=O)[O-])c1)N1CCOCC1	0.0	-0.5	-8.2	-6.9
Cc1ccc(NC(=O)c2sc3ncnc(N4CCC(C)CC4)c3c2C)cc1F	0.0	-0.2	-1.6	-5.9
COC(=O)c1ccccc1NC(=O)COc1c(C)ccc(C)c1C	0.2	-1.0	19.4	-3.6
N#C/C(=C\c1ccc(OCC(N)=O)cc1)c1ccccc1	0.0	-1.0	8.6	-15.3
Cn1c(=NC(=O)c2ccco2)sc2cc(S(C)(=O)=O)ccc21	0.0	-0.5	-6.1	0.9
CCC(C)CNC1CCN(c2nc(C)c3cc(OC)ccc3n2)CC1 (configuration not stated)	0.1	0.5	-11.5	3.1
COc1ccc(C2C(C(=O)Nc3ccc4c(c3)OCCO4)c3ccccc3C(=O)N2c2ccc(OC)cc2)cc1 (configuration not stated)	-0.1	0.0	-7.4	-9.2
CCN(CC)c1ccc(N/N=C(\C#N)C(=N)SC)cc1	-0.1	2.4	17.4	29.2
O=C1OCC(CO)(CO)N=C1NNc1ccc(Cl)cc1[N+](=O)[O-]	-0.1	-0.3	-15.7	-0.3
CC1(C)Oc2ccc(C(=O)N3CCCCC3)cc2N(Cc2ccccn2)C1=O	0.0	2.6	-5.5	-9.0

Carrying on:
SMILES	FBW7 act	GPR151 ag	MITF primary	TEAD-YAP block
COc1ccc(C(=O)N2CCN=C2c2ccccc2)cc1	0.1	-0.5	11.8	2.1
CN1C=C(c2ccc3ccccc3n2)C(C#N)c2ccccc21 (configuration not stated)	-0.1	-1.3	1.3	-27.0
CN(C)CCNC(=O)Cn1c(=O)oc2cc(S(=O)(=O)N3CCCC3)ccc21	-0.1	1.2	4.0	14.6
CCCCCCc1cc2c(=O)c(-c3csc(C)n3)coc2cc1O	0.0	-0.1	-6.3	4.6
Cc1c(C(=O)NC(C)C)sc2ncn(CC(=O)N3CC(C)CC(C)C3)c(=O)c12 (configuration not stated)	0.6	-0.4	8.8	5.5
CCOc1ccc(CC(=O)NCCc2csc3nc(-c4ccc(F)cc4)nn23)cc1	-0.1	0.2	-7.4	-5.9
O=C1NC(c2ccccc2)C(C(=O)c2cccs2)C(O)(C(F)(F)F)N1 (configuration not stated)	0.1	0.1	8.8	18.1
COc1ccc(C(=O)c2ccc(Br)c([N+](=O)[O-])c2)cc1	-0.2	0.0	35.4	64.4*
CN(C(=O)Cc1ccccc1)N(C)C(=O)Cc1ccccc1	0.0	5.0*	-2.8	-4.2
CCOc1ccc(C2C(C(C)=O)=C(O)C(=O)N2CC#N)cc1 (configuration not stated)	0.0	-0.6	6.3	-0.4
CC(=O)N=c1scc(-c2ccccc2)n1-c1ccc(C)cc1	0.1	-1.2	7.6	-2.1
COc1cccc(N2CCN(C(=O)CCc3nc4sc5c(c4c(=O)[nH]3)CCCCC5)CC2)c1	0.1	1.9	5.2	10.9
CCOc1cc(C(=O)Nc2ccc3sc(C)nc3c2)cc(OCC)c1OCC	0.0	-0.1	8.3	5.9
CC(=O)Nc1ccc(NC(=O)c2cnc(Nc3cccc(N(C)C)c3)s2)cc1	0.0	0.1	0.4	-10.2
CCOc1ccc(-n2nc(C(=O)NCc3ccccc3OC)c3ccccc3c2=O)cc1	0.0	-1.0	3.3	-1.2
COCCn1c(C)cc(C(=O)COc2ncnc3scc(-c4ccccc4)c23)c1C	-0.1	0.7	2.9	17.8
O=C(Nc1ccccn1)C1CC(=O)N(c2ccc(Br)cc2)C1 (configuration not stated)	0.6	0.2	12.2	10.8
COc1ccc(C2C(C(=O)N3CCOCC3)c3ccccc3C(=O)N2Cc2ccc(F)cc2)cc1 (configuration not stated)	0.0	-0.2	3.5	5.8
O=C(N/N=C/c1cccc(O)c1)c1ccc(Br)o1	0.0	8.3*	-1.4	-25.4
COc1cccc(C2NC(=O)NC(C)=C2C(=O)OCC(F)(F)F)c1 (configuration not stated)	-0.1	2.7	-5.0	-4.2
Cc1cc(C)nc(N2CCCC(C(=O)Nc3ccccc3)C2)n1 (configuration not stated)	0.9	3.1	4.8	7.5
CCOc1ccc2nc(N3CCC(C(=O)NCc4cccs4)CC3)sc2c1	-0.3	1.6	-0.1	-26.2
O=C(Nc1ccc(Cl)cc1C(O)c1ccccc1)c1cnn2c1NC(c1cccs1)CC2C(F)(F)F (configuration not stated)	-0.1	1.0	6.1	7.4
